mut p53 react: re-activators of the mutant p53 pathway; SW480 PUMA-promoter luciferase, p53 mutant reactivation; activation, % at 9.98 µM; 28,000 compounds, 1.5% hits; AID 624151; in the data active = activation above about 52%
STK33 inh: blocks human STK33 kinase activity | ADP-Glo luminescence, MBP substrate | inhibition, % at 12.5 µM | 27,000 compounds, 0.44% hits | AID 2322; in the data active = inhibition above about 20%
Target sequence (Q9BYT3 whole entry, looked up): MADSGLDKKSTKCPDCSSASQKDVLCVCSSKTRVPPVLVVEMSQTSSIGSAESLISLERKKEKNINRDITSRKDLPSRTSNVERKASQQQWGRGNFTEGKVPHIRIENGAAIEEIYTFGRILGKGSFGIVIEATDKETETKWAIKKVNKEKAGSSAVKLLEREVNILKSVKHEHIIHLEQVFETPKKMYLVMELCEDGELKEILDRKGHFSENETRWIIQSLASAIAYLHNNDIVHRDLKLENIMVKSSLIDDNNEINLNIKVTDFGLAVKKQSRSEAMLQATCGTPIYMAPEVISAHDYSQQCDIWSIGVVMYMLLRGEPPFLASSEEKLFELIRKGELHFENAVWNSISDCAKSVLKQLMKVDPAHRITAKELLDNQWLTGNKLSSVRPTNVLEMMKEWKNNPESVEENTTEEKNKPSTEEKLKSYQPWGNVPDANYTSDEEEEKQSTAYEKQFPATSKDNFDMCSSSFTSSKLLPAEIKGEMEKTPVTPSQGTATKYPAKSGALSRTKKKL
Active calls of the source: *. This is a subset (hit frequency here may not be typical).

C[C@@H]1CCCCO[C@H](CN(C)C(=O)CCCN(C)C)[C@@H](C)CN([C@H](C)CO)C(=O)c2cc(NC(=O)C3CCCCC3)ccc2O1 was read as STK33 inh -1.
For COc1ccc(S(=O)(=O)N(C)C[C@@H]2Oc3ccc(NC(=O)CCN4CCOCC4)cc3CC(=O)N([C@H](C)CO)C[C@@H]2C)cc1 the results were STK33 inh -4.
COC(=O)C[C@H]1C[C@H]2c3cc(NC(=O)Nc4ccc(C(F)(F)F)cc4)ccc3O[C@H]2[C@H](CO)O1 was read as mut p53 react 10.
Screening c1ccc2[nH]c(CCCc3nc4ccccc4[nH]3)nc2c1 returned STK33 inh -2.
`COc1ccc(Cl)cc1N(CC(=O)Nc1ccc(F)c(F)c1)S(C)(=O)=O` gave mut p53 react -6 and STK33 inh -2.
Screening C[C@@H]1CCCCO[C@H](CN(C)S(C)(=O)=O)[C@@H](C)CN([C@@H](C)CO)C(=O)c2cc(NS(=O)(=O)c3cn(C)cn3)ccc2O1 returned mut p53 react -2.
For C[C@H](O)c1nc2ccccc2c(=O)[nH]1 the results were mut p53 react -7 and STK33 inh 0.
For C[C@@H]1CN([C@H](C)CO)C(=O)Cc2cc(NS(=O)(=O)c3cn(C)cn3)ccc2O[C@H]1CN(C)Cc1ccc(C(F)(F)F)cc1 the results were STK33 inh 0.
`C[C@H](CO)N1C[C@H](C)[C@@H](CN(C)C(=O)OCc2ccccc2)OCc2cnnn2CCCC1=O` gave STK33 inh -1.
For CCn1c(SCC(=O)N2CCc3ccccc32)nnc1-c1ccc([N+](=O)[O-])cc1 the results were mut p53 react -18 and STK33 inh 1.
Screening Cn1c(=O)c2c(nc(NCCCO)n2C/C=C/c2ccccc2)n(C)c1=O returned mut p53 react -19 and STK33 inh 0.
For C[C@@H]1CN([C@@H](C)CO)C(=O)c2cc(C#CCc3ccccc3)cnc2O[C@@H]1CN(C)Cc1cccnc1 the results were mut p53 react 0.
For C=C1CC(O)C2C(=C)C(=O)OC2C2C(=C)C(OC3OC(CO)C(O)C(OC(=O)/C=C/c4ccc(O)c(O)c4)C3O)CC12 (centres undefined) the results were mut p53 react -22 and STK33 inh 18.
For Cc1noc(C)c1NC(=O)Nc1ccc2c(c1)C(=O)N([C@H](C)CO)C[C@H](C)[C@H](CN(C)Cc1ccc(C(F)(F)F)cc1)O2 the results were mut p53 react 5.
For COc1cccc(N(CC(=O)Nc2ccc(Br)cc2F)S(C)(=O)=O)c1 the results were mut p53 react -2 and STK33 inh 2.
Cc1coc(C)c1C(=O)CC1(O)C(=O)N(CCCC#N)c2ccccc21 (centres undefined) was read as mut p53 react -5 and STK33 inh 5.
Cc1ccc(OCC(=O)NCCN2CCOCC2)c(Br)c1 was read as mut p53 react 8 and STK33 inh -2.
`COc1ccc2sc(SCc3nc(N)nc(Nc4cccc(C)c4C)n3)nc2c1` gave mut p53 react 12 and STK33 inh -2.
Cc1noc(C)c1NC(=O)Nc1ccc2c(c1)C(=O)N([C@H](C)CO)C[C@H](C)[C@H](CN(C)C(=O)C1CCCCC1)OCCCC[C@H](C)O2 was read as mut p53 react -1.
Screening COc1ccc(CC(=O)NCC(C)C)cc1 returned STK33 inh 0.
For C[C@@H]1CN([C@@H](C)CO)C(=O)c2cc(C3=CCCCC3)cnc2O[C@@H]1CN(C)C(=O)Nc1ccc(F)cc1 the results were mut p53 react 7.
For Cn1c(SCC(=O)Nc2ccc3ccccc3c2)nnc1-c1cc2ccccc2o1 the results were mut p53 react -6 and STK33 inh -2.
Screening CC1(C)[C@H](O)CC[C@@]2(C)[C@@H]3CC[C@](C)(C(O)CO)CC3=CC[C@H]12 (some centres undefined) returned mut p53 react 13 and STK33 inh 0.
For C[C@@H]1CCCCO[C@H](CN(C)Cc2ccc3c(c2)OCO3)[C@@H](C)CN([C@H](C)CO)C(=O)c2cc(NC(=O)Nc3ccc(F)cc3)ccc2O1 the results were STK33 inh -5.
COc1cccc(C(=O)COc2ccc(NC(=O)c3ccc(Cl)c(Cl)c3)cc2)c1 was read as mut p53 react 9 and STK33 inh 5.
`C[C@@H]1CN([C@H](C)CO)C(=O)c2cc(NC(=O)CCC(F)(F)F)ccc2O[C@@H](C)CCCCO[C@@H]1CN(C)C` gave mut p53 react -2.
For COC(=O)c1cc(NC(=O)CC2Sc3ccccc3NC2=O)cc(C(=O)OC)c1 (centres undefined) the results were mut p53 react 4 and STK33 inh 8.
Screening C[C@H](CO)N1C[C@H](C)[C@@H](CN(C)Cc2ccc(Cl)c(Cl)c2)Oc2ccc(NS(=O)(=O)c3ccccc3)cc2C1=O returned mut p53 react 3.
For CC(C)(C)OC(=O)CC[C@]12N=C(c3ccc(OCCCO)cc3)O[C@H]1c1ccccc1CN(CCS(=O)(=O)c1ccccc1)C2=O the results were STK33 inh 9.
COC(=O)c1cc(-c2ccccc2)sc1NC(=S)NCc1ccccn1 was read as mut p53 react 31 and STK33 inh -3.
C[C@H](CO)N1C[C@H](C)[C@H](CN(C)C(=O)Nc2ccc(C(F)(F)F)cc2)Oc2ccc(NS(=O)(=O)c3ccc(Cl)cc3)cc2CC1=O was read as STK33 inh 2.
`C=CC[C@]1(C(=O)NCc2ccccc2)N=C(c2ccc(OCCCO)cc2)O[C@H]1c1ccccc1` gave STK33 inh -4.
CC(C)NC(=O)N(C)C[C@H]1OCCCC[C@@H](C)Oc2ccc(NC(=O)Nc3cccc4ccccc34)cc2C(=O)N([C@@H](C)CO)C[C@H]1C was read as mut p53 react -15.
C[C@@H]1CN([C@H](C)CO)C(=O)Cc2cc(N(C)C)ccc2O[C@H]1CN(C)S(=O)(=O)c1cccs1 was read as mut p53 react -1 and STK33 inh 0.
C/C=C/c1ccc2c(c1)O[C@H](CN(C)C(=O)Nc1cccc(F)c1)[C@@H](C)CN([C@@H](C)CO)S2(=O)=O was read as mut p53 react -46.
CO[C@@]1(c2ccc3c(c2)OCO3)OC[C@@H]2[C@@H](c3ccc4c(c3)OCO4)OC[C@@]21O was read as mut p53 react -4 and STK33 inh -3.
Screening CCn1c(SCC(=O)Nc2ccc3c(c2)OCCO3)nnc1-c1cccs1 returned mut p53 react 8 and STK33 inh -2.
`CC(C)NC(=O)Nc1ccc2c(c1)C(=O)N([C@@H](C)CO)C[C@H](C)[C@H](CN(C)Cc1ccccc1)OCCCC[C@@H](C)O2` gave mut p53 react 5.
Screening CC(C)NC(=O)Nc1ccc2c(c1)C(=O)N([C@H](C)CO)C[C@@H](C)[C@H](CN(C)C)OCCCC[C@@H](C)O2 returned mut p53 react -1.
Screening C[C@@H]1CN([C@@H](C)CO)C(=O)CCCn2cc(nn2)CO[C@@H]1CN(C)C(=O)c1ccccc1 returned mut p53 react 2 and STK33 inh -2.
Screening CCC(Sc1nc2ccccc2s1)C(=O)Nc1ccc(Br)cc1 (centres undefined) returned mut p53 react -8 and STK33 inh -1.
COCCCNC(=O)[C@@]1(Cc2ccccc2)N=C(c2ccc(OCCCO)cc2)O[C@H]1c1ccccc1 was read as STK33 inh -4.
For CCCc1cc(=O)[nH]c(SCC(=O)Nc2ccc(Cl)c(Cl)c2)n1 the results were mut p53 react 3 and STK33 inh 0.
Screening CCN(CC)c1nc(Oc2ccc(=O)[nH]n2)nc(N2CCOCC2)n1 returned mut p53 react 1 and STK33 inh 1.
O=C(NCc1ccccn1)c1cc2cc(Br)ccc2oc1=O was read as mut p53 react 37 and STK33 inh -4.
For CN(C)C(=O)C[C@H]1C[C@@H]2c3cc(NC(=O)c4cccnc4)ccc3O[C@@H]2[C@@H](CO)O1 the results were mut p53 react 6.
For Cc1cc(C)c(NC(=O)CSc2nnc(-c3ccccc3Cl)n2C)c(C)c1 the results were mut p53 react -10 and STK33 inh 3.
Cc1noc(C)c1S(=O)(=O)Nc1ccc2c(c1)CC(=O)N([C@H](C)CO)C[C@@H](C)[C@@H](CN(C)C(=O)NC(C)C)O2 was read as mut p53 react -6.
For CCc1ccccc1NC(=O)c1ccccc1S(=O)(=O)c1ccccc1[N+](=O)[O-] the results were mut p53 react -4 and STK33 inh -9.
Screening CSc1ncc(Cl)c(C(=O)Nc2nnc(SC)s2)n1 returned mut p53 react 2 and STK33 inh 1.
For C[C@@H]1CN([C@@H](C)CO)C(=O)Cc2cc(NC(=O)Cc3ccccc3)ccc2O[C@H]1CN(C)Cc1ccc(C(=O)O)cc1 the results were mut p53 react 12.
`COc1ccc(NC(=O)Nc2ccc3c(c2)C(=O)N([C@H](C)CO)C[C@H](C)[C@@H](CN(C)C(=O)Nc2ccc(OC)cc2)OCCCC[C@@H](C)O3)cc1` gave STK33 inh -2.
For CCN(CC)CCNC(=O)c1ccc(NC(C)=O)cc1 the results were mut p53 react -5 and STK33 inh -1.
NC(=NC(=O)c1cccc(Cn2cc(C(F)(F)F)ccc2=O)c1)c1ccc(Cl)cc1 was read as STK33 inh 1.
`C[C@@H]1CN([C@H](C)CO)C(=O)c2cc(NS(=O)(=O)c3ccccc3)ccc2O[C@H]1CN(C)C(=O)NC1CCCCC1` gave mut p53 react -6 and STK33 inh -1.
For C[C@H](CO)N1C[C@H](C)[C@H](CN(C)C(=O)Nc2ccccc2)Oc2ccc(NS(=O)(=O)c3ccc(F)cc3)cc2C1=O the results were STK33 inh 0.
For C[C@H]1CN([C@@H](C)CO)C(=O)c2cc(NC(=O)NC3CCCCC3)ccc2O[C@H]1CN(C)CC1CCCCC1 the results were STK33 inh 6.
Screening Cc1cc2nc3c(=O)[nH]c(=O)nc-3n(C)c2cc1C=O returned mut p53 react -28.
Screening Cc1ccc2oc(-c3cccc(NC(=O)COc4cccc(C)c4C)c3)nc2c1 returned mut p53 react 34 and STK33 inh 0.
`Cc1noc(C)c1S(=O)(=O)Nc1ccc2c(c1)C(=O)N([C@@H](C)CO)C[C@H](C)[C@H](CN(C)C)OCCCC[C@@H](C)O2` gave mut p53 react 2.
C[C@H]1CN([C@@H](C)CO)C(=O)c2cc(NC(=O)C3CC3)ccc2O[C@H]1CN(C)Cc1ccc(C(F)(F)F)cc1 was read as mut p53 react -2 and STK33 inh -2.
Screening O=[N+]([O-])c1ccc(N2CCNCC2)cc1NCc1ccccn1 returned mut p53 react 11 and STK33 inh 1.
`C[C@H]1CN([C@@H](C)CO)C(=O)Cc2cc(NC(=O)Nc3ccccc3)ccc2O[C@H]1CN(C)Cc1ccc(Cl)c(Cl)c1` gave STK33 inh 4.
COC(=O)C1=C2C(=O)c3c(O)cc(CO)cc3OC2C(O)C=C1 (centres undefined) was read as mut p53 react -29 and STK33 inh 7.
Screening C[C@@H]1CN([C@@H](C)CO)C(=O)c2cccc(NS(=O)(=O)c3ccc(Cl)cc3)c2O[C@@H]1CN(C)Cc1ccc(C(=O)O)cc1 returned mut p53 react 7.
Screening CC(C)NC(=O)Nc1ccc2c(c1)CC(=O)N([C@H](C)CO)C[C@@H](C)[C@@H](CN(C)C(=O)Nc1cccc3ccccc13)O2 returned STK33 inh -2.
Screening COc1ccc(-c2nn(C)c(=O)c3ccccc23)cc1NC(=O)COc1cccc(C)c1 returned mut p53 react -23 and STK33 inh 1.
For C[C@H]1CN([C@@H](C)CO)C(=O)Cc2cc(NC(=O)Cn3cnnn3)ccc2O[C@@H]1CN(C)C(=O)Nc1cccc2ccccc12 the results were mut p53 react -3 and STK33 inh -4.
For Cc1ccccc1-c1ccc2c(c1)O[C@H](CN(C)C(=O)Nc1ccc(F)cc1)[C@@H](C)CN([C@H](C)CO)S2(=O)=O the results were mut p53 react -12.
C[C@@H]1CCCCO[C@H](CN(C)Cc2ccccc2)[C@@H](C)CN([C@H](C)CO)C(=O)c2cc(NC(=O)Nc3ccc(F)cc3)ccc2O1 was read as STK33 inh -1.
For CCCCC/C=C\C/C=C\C/C=C\C/C=C\CCCC(=O)OC(CO)CO the results were mut p53 react 1 and STK33 inh -13.
For C[C@H]1CN([C@@H](C)CO)C(=O)c2cccc(NC(=O)c3ccc(-c4nccs4)cc3)c2O[C@H]1CN(C)CC1CCCCC1 the results were mut p53 react 0.
`Cc1cc(Br)ccc1NC(=O)Cn1cnc2ccccc2c1=O` gave mut p53 react -6 and STK33 inh 1.
For O=c1cc(CSc2ccccn2)c2ccc(O)cc2o1 the results were STK33 inh 3.
`C[C@@H]1CN([C@H](C)CO)C(=O)Cc2cc(NC(=O)C3CC3)ccc2O[C@H]1CN(C)C(=O)Nc1cccc2ccccc12` gave mut p53 react -5.

Entries above with an aryl methoxy group, in the order listed:
For COc1ccc(S(=O)(=O)N(C)C[C@@H]2Oc3ccc(NC(=O)CCN4CCOCC4)cc3CC(=O)N([C@H](C)CO)C[C@@H]2C)cc1 the results were STK33 inh -4.
`COc1ccc(Cl)cc1N(CC(=O)Nc1ccc(F)c(F)c1)S(C)(=O)=O` gave mut p53 react -6 and STK33 inh -2.
For COc1cccc(N(CC(=O)Nc2ccc(Br)cc2F)S(C)(=O)=O)c1 the results were mut p53 react -2 and STK33 inh 2.
`COc1ccc2sc(SCc3nc(N)nc(Nc4cccc(C)c4C)n3)nc2c1` gave mut p53 react 12 and STK33 inh -2.
Screening COc1ccc(CC(=O)NCC(C)C)cc1 returned STK33 inh 0.
COc1cccc(C(=O)COc2ccc(NC(=O)c3ccc(Cl)c(Cl)c3)cc2)c1 was read as mut p53 react 9 and STK33 inh 5.
`COc1ccc(NC(=O)Nc2ccc3c(c2)C(=O)N([C@H](C)CO)C[C@H](C)[C@@H](CN(C)C(=O)Nc2ccc(OC)cc2)OCCCC[C@@H](C)O3)cc1` gave STK33 inh -2.
Screening COc1ccc(-c2nn(C)c(=O)c3ccccc23)cc1NC(=O)COc1cccc(C)c1 returned mut p53 react -23 and STK33 inh 1.

Source: PubChem BioAssay (Broad Institute)
